Screens from PubChem.
CHRM1 antagonist = antagonists of human M1 muscarinic receptor; P11229; AID 588852; inhibition, % at 3 µM; CHO-K1 hM1, Fluo-8 calcium fluorescence, ACh EC80 antagonist; 360,000 compounds, 1.3% hits;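 active = percent inhibition above its own plate's cutoff, namely the mean of that plate's compound wells plus 3 SD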;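 also: peak over basal fluorescence ratio during 140 s after agonist addition; 0% = ACh EC80 plus DMSO and 100% = DMSO alone without agonist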
TAAR1 agonist = human TAAR1 agonism; 360,000 compounds, 0.99% hits; CHO RD-HGA16 TAAR1, Fluo-8 calcium fluorescence; vehicle wells 0%, saturating PEA agonist 100%; activation, % at 3 µM; Q96RJ0;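 active = activation above the mean activation of all test compounds in the run plus 3 SD, cut at about 38% in these data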
Target sequence (Q96RJ0 whole entry, looked up): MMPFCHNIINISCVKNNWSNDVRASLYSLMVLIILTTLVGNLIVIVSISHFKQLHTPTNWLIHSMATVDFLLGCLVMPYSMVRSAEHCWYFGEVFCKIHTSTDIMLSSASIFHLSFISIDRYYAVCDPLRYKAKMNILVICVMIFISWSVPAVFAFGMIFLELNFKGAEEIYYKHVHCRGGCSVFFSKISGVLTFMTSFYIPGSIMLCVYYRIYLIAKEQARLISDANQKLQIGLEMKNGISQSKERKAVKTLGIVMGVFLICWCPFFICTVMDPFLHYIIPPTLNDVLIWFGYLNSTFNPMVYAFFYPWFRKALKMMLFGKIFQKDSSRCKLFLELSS
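System: CHO RD-HGA16 cells carrying human TAAR1 plus Gα16; Incubation: 17-24 h seeding, 75 min 37 °C dye, 30 min RT; Measured by: Fluo-8 fluorescence, 5 s baseline then 140 s kinetic read; Control set: DMSO and PEA EC100; Replication: single well for each compound.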
CHRM4 agonist = agonists of human muscarinic M4 receptor (CHRM4). P08173. CHO-K1 hM4/Gqi5, Fluo-8 calcium fluorescence; vehicle 0%, full acetylcholine response 100%. activation, % at 3 µM. 360,000 compounds, 0.14% hits;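 active = activation above the run mean over all test wells plus 3 SD, cut at about 32% in these data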;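 also: peak over basal fluorescence ratio per well then scaled between controls; 0% = DMSO wells and 100% = acetylcholine at EC100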
Target sequence (P08173 whole entry, looked up): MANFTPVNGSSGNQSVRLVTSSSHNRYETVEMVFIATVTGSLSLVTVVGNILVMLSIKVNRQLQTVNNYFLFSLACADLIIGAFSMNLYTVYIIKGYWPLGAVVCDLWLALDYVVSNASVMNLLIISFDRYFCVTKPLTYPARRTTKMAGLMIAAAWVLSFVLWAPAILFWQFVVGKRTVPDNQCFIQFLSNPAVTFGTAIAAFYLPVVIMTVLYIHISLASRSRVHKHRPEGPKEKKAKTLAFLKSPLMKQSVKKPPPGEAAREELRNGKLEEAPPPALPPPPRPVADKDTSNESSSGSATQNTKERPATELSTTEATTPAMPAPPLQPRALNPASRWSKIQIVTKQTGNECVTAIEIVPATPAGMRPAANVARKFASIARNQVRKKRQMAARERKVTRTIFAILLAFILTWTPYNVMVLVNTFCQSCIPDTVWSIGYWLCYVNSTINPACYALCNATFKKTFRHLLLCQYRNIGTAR
M5 ag = agonists of human muscarinic M5 receptor (CHRM5). CHO-K1 hM5 cells, Fluo-8 calcium fluorescence; 0% DMSO wells, 100% maximal acetylcholine response. 360,000 compounds, 0.19% hits. P08912. activation, % at 3 µM;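 active = activation above the run's mean over test compounds plus 3 SD, cut at about 23% in these data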;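 also: signal is peak over basal fluorescence ratio across the kinetic read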
M1 ag = human M1 muscarinic receptor agonism; CHO-K1 hM1, Fluo-8 calcium fluorescence, agonist mode; 0% DMSO, 100% acetylcholine EC100; activation, % at 3 µM; 360,000 compounds, 0.33% hits; AID 588814;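 active = activation above the run's mean compound activation plus 3 SD, cut at about 16% in these data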;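 also: peak over basal fluorescence ratio within a 140 s kinetic read after compound addition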
M1 PAM = potentiates human M1 receptor response to acetylcholine; activation, % at 3 µM; 360,000 compounds, 0.088% hits; AID 588819; CHO-K1 hM1, Fluo-8 calcium fluorescence, ACh EC20; 0% = ACh EC20, 100% = maximal ACh; in the data active = activation above about 19%, passing the limit was not always enough
M5 antag = antagonists of human muscarinic M5 receptor (CHRM5); CHO-hM5 cells, Fluo-8 calcium fluorescence, ACh EC80; inhibition, % at 3 µM; 360,000 compounds, 0.59% hits; AID 624040;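 active = inhibition above a per-plate cutoff, the mean of that plate's test compounds plus 3 SD, cut at about 27% in these data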;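 also: 0% = acetylcholine EC80 with DMSO and 100% = DMSO without agonist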
M4 antag = antagonists of human muscarinic M4 receptor (CHRM4). CHO-hM4 cells, ACh EC80, Fluo-8 calcium fluorescence. inhibition, % at 3 µM. 360,000 compounds, 0.73% hits;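 active = inhibition above its plate's cutoff, the mean inhibition of sample wells plus 3 SD, cut at about 27% in these data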;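 also: 0% = acetylcholine EC80 with DMSO and 100% = DMSO without agonist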
CHRM5 PAM = positive allosteric modulators of human muscarinic M5 receptor. 360,000 compounds, 0.3% hits. CHO-K1 hM5, Fluo-8 calcium, ACh EC20 PAM; 0% = ACh EC20, 100% = ACh EC100. activation, % at 3 µM. P08912;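 active = activation above the run cutoff, the mean activation of all test compounds plus 3 SD, cut at about 18% in these data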
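Assay system: CHO-K1 hM5 cells. Also added: acetylcholine at EC20 concentration, added after compound. Dosing: 3 µM, single dose. Times: compound preincubation 140 s before EC20 acetylcholine addition. Signal: Fluo-8 calcium fluorescence. Measure: % activation relative to EC20 and EC100 ACh responses. Repeats: singlicate, one well per test compound.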
* = called active by the depositor; nt = no result given. Some of the compounds tested; rates above refer to the full screens.

SMILES | CHRM1 antagonist | TAAR1 agonist | CHRM4 agonist | M5 ag | M1 ag | M1 PAM | M5 antag | M4 antag | CHRM5 PAM
CCCCCc1nnc(N)s1 | 1 | 0 | 1 | 0 | -2 | 8 | -1 | 3 | 1
O=C(Cc1ccc(NC(=O)C2CCCN(C(=O)C3CCCCC3)C2)cc1)Nc1ccc(C(=O)N2CCOCC2)cc1 (stereo not drawn) | -15 | -1 | 0 | 2 | -4 | 14 | 5 | -16 | 1
CC1CCCC(NC(=S)NC(=O)c2cncc(Br)c2)C1C (stereo not drawn) | 5 | 12 | 0 | 1 | -5 | 3 | 2 | 5 | 1
CC(=O)c1c(Cl)nc2cccc3c2c1-c1ccccc1C3=O | -24 | 0 | 1 | 5 | 0 | 23 | -2 | -4 | 15
Cc1ccc(S(=O)(=O)c2c(C)cc(C)nc2N2CCOCC2)cc1 | -9 | 3 | 0 | -6 | -11 | 10 | 1 | -2 | -1
COc1cccc(CN2CCN(S(=O)(=O)c3ccc(NC(C)=O)cc3)CC2)c1OC | -6 | 9 | 4 | 5 | -2 | 6 | -8 | -9 | 2
Cc1c(C(=O)Nc2cnccn2)oc2ccccc12 | -13 | nt | 1 | 2 | -3 | 10 | 0 | 4 | 1
CCCSc1nnc(C(C)C)n1N | 1 | 2 | 1 | 3 | -4 | 2 | 1 | -9 | 1
Cc1ccc(C)c(OCCC(=O)Nc2ccc3c(c2)OCO3)c1 | -15 | -1 | 3 | -2 | -4 | 10 | 2 | -20 | -2
CSCC[C@H](NC(=O)N1CCn2c1nc1ccccc12)C(=O)NCc1ccc2c(c1)OCO2 | -10 | 3 | 10 | -6 | -9 | 4 | 14 | -9 | -8
Cc1nc(C)c(C(=O)OCC(=O)N2CCN(c3ccccc3)CC2)s1 | -7 | 4 | 4 | 4 | -1 | 12 | -2 | 5 | 2
Cc1ccc(NC(=O)C2CC(=O)Nc3ncnn32)cc1Cl (stereo not drawn) | 16 | 1 | 0 | -3 | -2 | -5 | 5 | 8 | 2
O=C(CSc1nnc(-c2ccco2)o1)NC(=O)Cc1ccccc1 | 16 | 7 | 0 | -3 | -1 | -3 | 9 | 14 | -8
COc1ccc(Cl)cc1-c1nc(SCC(=O)NCCN2C(=O)CSC2=O)n[nH]1 | 3 | 1 | 1 | 0 | -9 | 1 | -6 | 2 | 3
Cc1cc(/C=N/NC(=O)C(O)(c2ccccc2)c2ccccc2)c(C)n1-c1cccc(C(=O)O)c1 | -39 | -1 | 0 | -1 | -1 | 9 | 3 | -6 | -1
COc1ccc(OC)c(S(=O)(=O)NCCCN2CCOCC2)c1 | -8 | 1 | 1 | -2 | -4 | 8 | 5 | -7 | 4
O=C(O)c1ccc(S(=O)(=O)Nc2ccc(F)c(Cl)c2)cc1 | 11 | 9 | 0 | -3 | -2 | -7 | 4 | 6 | 3
CC(C)Nc1nc(Cl)nc(N(C#N)CN2C(=O)c3ccccc3C2=O)n1 | 3 | 5 | -1 | -2 | -6 | 1 | -3 | 7 | 0
Cc1coc2cc3oc(=O)c(Cc4ccccc4)c(C)c3cc12 | 9 | -1 | 1 | 0 | -5 | -8 | 3 | 5 | -3
COC(=O)C1(C(=O)OC)C[C@H](c2cccs2)N(Cc2ccccc2OC)[C@@H]1c1ccc(F)cc1 | nt | -1 | 0 | -3 | nt | nt | -4 | 0 | -8
COc1cc(NC(=O)CCNS(=O)(=O)c2ccc3c(c2)CCC(=O)N3)cc(OC)c1 | 2 | 0 | 0 | 0 | -10 | 0 | -3 | -5 | 2
COC(=O)CNC(=O)CNC(=O)c1nn(-c2ccc(OC)c(Cl)c2)c(=O)c2ccccc12 | -6 | 9 | 2 | -5 | -2 | 5 | 1 | -5 | -11
CC(C)(C)c1ccccc1NC(=S)NC1CCCC1 | 16 | -1 | -1 | -8 | -7 | -7 | 8 | 18 | -19
O=[N+]([O-])c1cccc(-c2noc3c2-c2nc(Cc4cccc5ccccc45)sc2CC3)c1 | -9 | 2 | 0 | 4 | -4 | 2 | 3 | 11 | 1
COc1cc(C=O)c(Cl)cc1OCC(N)=O | 2 | 2 | 1 | -3 | -5 | -4 | 0 | 2 | 3
Cc1csc(C(=O)NCC(=O)NNC(=O)c2cccc(Cl)c2)c1 | -18 | 1 | 0 | -4 | -2 | 14 | 14 | -3 | -3
Fc1ccc(N2CCN(C(=S)NCC3CCCO3)CC2)cc1 (stereo not drawn) | -2 | 0 | 2 | 1 | -4 | 4 | 9 | -6 | -3
Cc1ccc(OCCCC(=O)N(C)CC(=O)Nc2ccccc2Br)cc1 | -11 | 0 | 7 | -3 | -3 | 7 | -6 | -18 | 2
O=C(c1cc2ccccc2o1)N1CCN(c2ccccn2)CC1 | 1 | 0 | 4 | 0 | -6 | -4 | 11 | -4 | -10
COC(=O)c1sccc1NC(=O)c1c(F)c(F)c(F)c(F)c1F | -4 | 14 | -1 | 7 | -5 | 7 | 2 | -8 | 4
NC(=O)c1c[nH]c2ccccc12 | -7 | 0 | 2 | -1 | -2 | 4 | -1 | -22 | 1
CSc1ccc(C(=O)NC2CCSc3ccccc32)cc1 (stereo not drawn) | -10 | 65* | 1 | -5 | -7 | 5 | -1 | -7 | 9
CCc1nc2ccc(C(=O)NCc3ccc4c(c3)OCO4)cn2c1N(C)Cc1cccs1 | 15 | 3 | 7 | -2 | -7 | -18 | 3 | 18 | -7
Cc1ccccc1Nc1nnc(C)c(=O)n1N | -5 | 11 | 0 | 1 | -5 | 7 | -1 | 15 | 1
COc1ccc(N2C(=O)CCC(C(=O)NCc3ccccn3)C2c2ccc(F)cc2)cc1 (stereo not drawn) | 1 | 9 | 0 | -1 | 0 | 7 | -4 | 7 | 8
COc1ccc(CNC(=O)O[C@H]2CN(C(=O)OC(C)C)N(C(=O)OC(C)C)[C@@H]3CN(S(=O)(=O)c4ccc(C)cc4)C[C@]23O)cc1OC | 7 | 0 | 4 | 0 | -7 | -7 | 4 | -6 | -7
CNC(=S)N/N=C(\C)c1ccc(C)c(C)c1 | -1 | -2 | -1 | -2 | -4 | 3 | 6 | 27* | -2
COc1ccc(N2CCN(C(=O)CCCCCn3c(=S)[nH]c4ccc(N5CCOCC5)cc4c3=O)CC2)cc1 | 30 | 9 | 13 | 5 | -1 | -18 | 11 | 3 | -14
COC(=O)C1=C(C(=O)OC)[C@@H]2N(C)c3ccc(OC)cc3[C@@]23C[C@@H](C(=O)OC)N(C(=O)c2cccs2)C3=N1 | -12 | nt | -1 | 3 | -2 | -3 | 9 | -6 | -3
COc1ccc(NC(=O)COc2cccc3c2OC(C)(C)C3)cc1OC | 31* | 10 | 16 | 10 | 2 | -19 | 16 | 9 | -39
CCN(CC(=O)Nc1ccc(NC(C)=O)cc1)C(=O)c1n[nH]c(=O)c2ccccc12 | 0 | 9 | 0 | -2 | -9 | 2 | -5 | -3 | 0
CN(C)CCNC(=O)Nc1ccc([N+](=O)[O-])cc1 | 1 | 1 | 0 | -1 | -4 | 3 | 9 | 0 | 6
O=C(c1ccc(CNS(=O)(=O)c2ccc(Br)cc2)cc1)N1CCCCC1 | 0 | 2 | 6 | 4 | -1 | -1 | -1 | -6 | -6
O=C(NC1CCCCC1)[C@H](O)[C@@H](O)C(=O)NC1CCCCC1 | -2 | 6 | 1 | -1 | -2 | 2 | 4 | 6 | -9
CC/C(=N\NC(=O)Cc1ccc(Br)cc1)c1cccs1 | 13 | 1 | 1 | -2 | -3 | -2 | 3 | -6 | 2
COc1ccc(OC)c(S(=O)(=O)Nc2cc3c4c(c2)CCC(=O)N4CCC3)c1 | -1 | 3 | 1 | 0 | -2 | 4 | 6 | -10 | -3
CCN1CCc2c(sc(NC(=S)NC(=O)c3ccc(Cl)cc3)c2C(N)=O)C1 | 5 | 10 | 5 | 6 | 5 | 10 | 0 | 1 | 3
O=C(NCc1ccc2c(c1)OCO2)Nc1ccc(Cl)cc1 | -15 | 9 | 5 | -2 | 2 | 10 | -3 | -4 | 5

CHRM1 antagonist: hit marks shown above
SMILES	CHRM1 antagonist	CHRM4 agonist	M5 ag	M1 ag	M1 PAM	M5 antag	M4 antag	CHRM5 PAM
COc1ccc(NC(=O)COc2cccc3c2OC(C)(C)C3)cc1OC	31*	16	10	2	-19	16	9	-39

Other entries:
SMILES | CHRM1 antagonist | TAAR1 agonist | CHRM4 agonist | M5 ag | M1 ag | M1 PAM | M5 antag | M4 antag | CHRM5 PAM
CCN(Cc1nc2ccccc2c(=O)[nH]1)C(=O)COc1ccccc1Cc1ccccc1 | -5 | 0 | 7 | 6 | 0 | 5 | 0 | -9 | -1
CCOC(=O)N1CCN=C1SCc1ccc(Cl)c(Cl)c1 | -10 | 4 | 2 | 7 | -2 | 12 | -3 | -10 | 15
CCCCCCC(=O)Nc1nc(C)c(-c2csc(Nc3cc(Cl)ccc3OC)n2)s1 | -1 | -1 | 2 | 1 | -6 | 1 | -1 | 7 | -9
O=C(CSc1ncccn1)N/N=C/c1cccc([N+](=O)[O-])c1 | -7 | 2 | 1 | -1 | -3 | 4 | -2 | 7 | 0
C=CCSc1ccccc1C(=O)Nc1ncn[nH]1 | -8 | 6 | 0 | 1 | -2 | 3 | 8 | -4 | -5
COc1ccc(CNC(=O)CNC(=O)c2sc3ccccc3c2Cl)cc1OC | 5 | 0 | 2 | 4 | -1 | -6 | -4 | 3 | 2
CCOC(=O)C1CCCN(CCC(=O)Nc2ccc(C)cc2)C1 (stereo not drawn) | 11 | 14 | 1 | -1 | 4 | -4 | -6 | 5 | 5
CCOc1ccc(N(C(=O)C2CCCO2)C2C=CS(=O)(=O)C2)cc1 (stereo not drawn) | 10 | 1 | 1 | -2 | 0 | 1 | 8 | 0 | 3
Cc1ccc(C(=O)N(CCc2ccccc2)Cc2ccccc2)cc1S(=O)(=O)N1CCCCC1 | 13 | 0 | 4 | -3 | -5 | -8 | 18 | 6 | -20
Cn1c(N)c(S(=O)(=O)NCc2ccc(Cl)cc2)c(=O)n(C)c1=O | -7 | 6 | 1 | -3 | -5 | 8 | -5 | -5 | -4
COC(=O)COc1cc(C)cc2oc(=O)c(CC(=O)OC)c(C)c12 | -12 | 4 | 1 | -2 | -2 | 8 | 1 | -7 | -1
CCO[C@H]1OC(C(=O)NC2CC2)=C[C@@H](C2CCCCC2)[C@@H]1CCCO | 18 | 0 | 7 | 2 | -4 | -4 | 13 | -10 | -7
CCNC(=O)c1ccc(OCC(=O)Nc2ccc(F)cc2)c(OC)c1 | 9 | 2 | 13 | 3 | -4 | -5 | 14 | -1 | -7
O=C(Nc1ccc(Br)cc1)c1cnc[nH]1 | 3 | -1 | 1 | -2 | 0 | 2 | 4 | -1 | -4
COc1cc2cc(Oc3ccc4ccc(=O)oc4c3)c(=O)oc2cc1O | 2 | 3 | 2 | 4 | -12 | -1 | 5 | 13 | -2

Single values from the list.
Entry for Cc1ccc(C(=O)N(CCc2ccccc2)Cc2ccccc2)cc1S(=O)(=O)N1CCCCC1 in CHRM4 agonist: 4
Entry for COc1cc2cc(Oc3ccc4ccc(=O)oc4c3)c(=O)oc2cc1O in TAAR1 agonist: 3
